Source: PubChem BioAssay (several laboratories)
Mcl-1 Bim block: inhibitors of Bim peptide binding to Mcl-1, primary screen, biochemical, bead-based flow cytometry, multiplex; Induced myeloid leukemia cell differentiation protein Mcl-1 (Homo sapiens), Q07820; Bim peptide-Mcl-1 binding; inhibition, % at 10 µM; 190,000 tested, 0.1% active; AID 1009, 2008;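 note: 0% = no compound tracer wells and 100% = peptide blocker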
RGS7-Gao: RGS7-Galphao binding modulators, primary screen, biochemical, multiplexed bead flow cytometry; binding response (% of control), % at 10 µM; actives lie on both sides; 220,000 tested, 0.35% active; Guanine nucleotide-binding protein G(o) subunit alpha (Homo sapiens), P09471; in the data active = binding response below about 49% or above about 150%; inconclusive = no clear call, values can overlap the other calls; inactive = in between;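 note: fluorescent Galphao held in activated GDP-AlF4 state binding bead-coupled RGS7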
Target sequence (P09471 whole entry, looked up): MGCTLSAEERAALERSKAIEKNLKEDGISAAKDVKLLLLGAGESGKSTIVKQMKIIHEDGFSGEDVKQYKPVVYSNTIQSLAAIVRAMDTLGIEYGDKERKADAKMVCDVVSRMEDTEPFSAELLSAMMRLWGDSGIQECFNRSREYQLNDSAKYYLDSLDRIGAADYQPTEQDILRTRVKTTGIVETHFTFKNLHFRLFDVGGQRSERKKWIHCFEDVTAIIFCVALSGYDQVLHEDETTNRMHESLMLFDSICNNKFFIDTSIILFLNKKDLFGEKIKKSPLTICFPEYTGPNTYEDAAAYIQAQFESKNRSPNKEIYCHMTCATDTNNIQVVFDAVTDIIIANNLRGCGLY
RGS8-Gao: RGS8-Galphao binding modulators, primary screen, biochemical, multiplexed bead flow cytometry | Guanine nucleotide-binding protein G(o) subunit alpha (Homo sapiens), P09471 | actives lie on both sides | response (percent of control binding), % at 10 µM | 220,000 tested, 0.34% active | AID 1423, 2008; in the data active = response below about 60% or above about 140%; inactive = in between;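 note: Galphao activated as the GDP aluminium fluoride complex binding bead-coupled RGS8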
Bcl-XL Bim block: inhibitors of Bim-Bcl-XL binding, primary screen, biochemical, multiplexed, bead flow cytometry, human Bcl-XL. 190,000 tested, 0.04% active. Bcl-2-like protein 1 (Homo sapiens), Q07817. Bim peptide-Bcl-XL binding, fluorescence. AID 1007, 2008. inhibition, % at 10 µM
Target sequence (Q07817 whole entry, looked up): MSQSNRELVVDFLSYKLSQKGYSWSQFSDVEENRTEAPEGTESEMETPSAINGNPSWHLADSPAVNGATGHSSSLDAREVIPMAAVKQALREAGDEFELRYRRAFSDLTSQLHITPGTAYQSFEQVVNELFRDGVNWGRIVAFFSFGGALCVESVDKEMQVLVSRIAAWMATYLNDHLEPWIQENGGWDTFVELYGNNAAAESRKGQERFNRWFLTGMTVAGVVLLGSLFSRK
RGS4-Gao reg: modulators of RGS4 binding to Galphao, primary screen, biochemical, multiplexed bead flow cytometry | 220,000 tested, 0.33% active | actives lie on both sides | binding response (% of control), % at 10 µM | AID 1415, 2008; in the data active = binding response below about 49% or above about 150%; inactive = in between;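 note: fluorescent Galphao activated with aluminum fluoride binding bead-coupled RGS4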
Mcl1 Bid PPI: Mcl-1/Bid binding inhibitors, primary screen, biochemical, TR-FRET, 1536-well. inhibition, % at 21.7 µM. TR-FRET Mcl-1/Bid-Dy647 peptide binding. 220,000 tested, 0.97% active. Induced myeloid leukemia cell differentiation protein Mcl-1 (Homo sapiens), Q07820;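 active = compounds that cut the binding signal by more than half at the single screening dose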;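 note: His-tagged Mcl-1 with europium anti-His antibody binding Bid BH3 peptide; 0% = Mcl-1 plus peptide wells and 100% = peptide-only wells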
GSH fluor: compound fluorescence on glutathione beads, profiling panel, artefact control, biophysical, 488/530 nm, flow cytometry; 190,000 tested, 0.25% active; fluorescence (KMESF) at 10 µM; GSH beads flow cytometry, compound fluorescence 488/530 nm; hits give high values; AID 1776, 2009; in the data active = fluorescence above about 89;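 note: glutathione beads carrying GST-tagged Bcl family fusion proteins plus one bare bead set; values are compound well signal with DMSO vehicle wells as background; inactives centre near 16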
Bim-Bcl-2: inhibitors of Bim-Bcl-2 binding, primary screen, biochemical, multiplexed, human Bcl-2 family; Apoptosis regulator Bcl-2 (Homo sapiens), P10415; inhibition, % at 10 µM; 190,000 tested, 0.06% active; Bead-based flow cytometry, Bim peptide-Bcl-2 binding; AID 950, 2007; in the data active = inhibition above about 40%; inconclusive = no clear call, values can overlap the other calls;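 note: 0% = no compound wells with probe peptide and 100% = reference peptide inhibitor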
Bfl-1 Bim block: inhibitors of Bim binding to Bfl-1, primary screen, biochemical, multiplexed, bead-based flow cytometry; Bcl-2-related protein A1 (Homo sapiens), Q16548; Bim-Bfl-1 binding inhibition; inhibition, % at 10 µM; 190,000 tested, 0.12% active; AID 1008, 2008;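 note: 0% = wells without compound plus tracer and 100% = blocker peptide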
Bim-Bcl-B: inhibitors of Bim-Bcl-B binding, primary screen, biochemical, multiplexed, human Bcl-2 family; Bcl-2-like protein 10 (Homo sapiens), Q9HD36; bead-based flow cytometry, Bim peptide-Bcl-B binding; inhibition, % at 10 µM; 190,000 tested, 0.073% active;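 note: 0% = tracer peptide without compound and 100% = reference inhibitor peptide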
Target sequence (Q9HD36 whole entry, looked up): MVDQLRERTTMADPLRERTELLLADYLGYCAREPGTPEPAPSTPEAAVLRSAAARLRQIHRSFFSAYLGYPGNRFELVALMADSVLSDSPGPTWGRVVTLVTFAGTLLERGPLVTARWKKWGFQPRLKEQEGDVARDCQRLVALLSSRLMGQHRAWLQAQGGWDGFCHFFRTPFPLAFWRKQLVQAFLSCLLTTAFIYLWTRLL
Bcl-W Bim block: inhibitors of Bim binding to Bcl-W, primary screen, biochemical, multiplexed, bead-based flow cytometry; Bcl-2-like protein 2 (Homo sapiens), Q92843; Bim peptide-Bcl-W binding; inhibition, % at 10 µM; 190,000 tested, 0.02% active;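 note: 0% = bound tracer without compound and 100% = peptide blocker; higher means less fluorescent Bim peptide bound to Bcl-W beads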
Target sequence (Q92843 whole entry, looked up): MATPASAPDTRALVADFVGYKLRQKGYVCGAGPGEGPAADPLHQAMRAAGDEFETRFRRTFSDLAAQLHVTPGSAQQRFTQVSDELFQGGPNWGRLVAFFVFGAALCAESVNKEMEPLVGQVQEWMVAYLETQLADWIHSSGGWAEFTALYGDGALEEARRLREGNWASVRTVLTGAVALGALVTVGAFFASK
Active calls of the source: *; u = inconclusive. Cut-off read from the data, not from the text of the source, unless noted: active = inhibition above about 40%.

SMILES	Mcl-1 Bim block	RGS7-Gao	RGS8-Gao	Bcl-XL Bim block	RGS4-Gao reg	Mcl1 Bid PPI	GSH fluor	Bim-Bcl-2	Bfl-1 Bim block	Bim-Bcl-B	Bcl-W Bim block
CNC(=O)C1=C(C)Nc2nc3ccccc3n2C1c1cccc(OC)c1 (configuration not stated)	0	98	102	-1	99	-25	25	-6	-15	-9	-2
Fc1ccc(-c2nc3c(Cl)cc(C(F)(F)F)cn3c2Cl)cc1	-1	103	103	-15	105	-15	32	-3	-10	-5	-4
Cc1ccc(OCC(=O)N2CCN(C(=O)c3ccncc3)CC2)cc1	-2	100	103	-2	102	-15	23	-4	-5	0	-2
CCC/C=C(\CCC)C(NS(=O)(=O)c1ccc(C(F)(F)F)cc1)c1ccccc1 (configuration not stated)	0	99	102	0	101	4	16	3	0	13	1
CCc1ccc2nc3c(c(C(=O)O)c2c1)CCC3	-1	100	99	-4	100	11	27	-9	-11	-8	0
COc1ccccc1NS(=O)(=O)c1cc(NC(=O)C2CCCC2)ccc1N1CCOCC1	-8	103	84	-9	95	-24	16	-7	7	-32	-8
Cc1noc(C)c1COc1ccc(C(=O)OC(C)C(=O)Nc2ccc(N3CCOCC3)cc2)cc1 (configuration not stated)	2	98	100	-1	97	-80	26	-5	-6	0	4
Cc1ccc(N=Nc2c(C)[nH][nH]c2=O)c(C)c1	0	101	101	-1	100	-59	10	0	-1	0	0
Cc1nc(SCC(N)=O)[nH]c(=O)c1CCC(C)C	0	97	100	-4	101	-21	61	-2	-4	-2	-2
CCOc1ncccc1C(=O)OCC(=O)c1ccc[nH]1	-2	98	101	-10	104	-6	32	-13	-14	-9	0
O=C(Nc1ccccc1)/C(=C\c1cccs1)NC(=O)c1ccccc1	-5	101	101	-5	100	-11	9	-5	-12	-8	-4
Cc1cc(C(=O)N/N=C/c2cc(Cl)cc([N+](=O)[O-])c2O)c2ccccc2n1	-1	95	91	-1	104	-40	12	0	0	0	0
Fc1cc(NCc2ccccc2)nc(NCc2ccccc2)n1	-7	97	100	-9	95	15	11	-5	0	-8	-3
CC(C)C(=O)Nc1nc2ccc(S(C)(=O)=O)cc2s1	1	101	106	2	101	-3	10	0	-5	-2	-1
CCOC(=O)C(C)Oc1ccc(C2NC(=O)NC(C)=C2C(C)=O)cc1Br (configuration not stated)	-3	94	98	-5	98	-68	15	-13	-13	-7	0
Cc1nc2nc(SCC(=O)O)nn2c(C)c1Cc1c(F)cccc1Cl	0	119	100	-8	106	3	14	-4	-6	-14	-4
COc1ccc(N2CCN(C(c3cccs3)C(C)NC(=O)c3ccc4c(c3)OCO4)CC2)cc1 (configuration not stated)	-6	102	107	-3	100	-18	13	-7	-3	-7	-5
Cc1ccc(NC(=O)Nc2cc(C)on2)cc1	-1	102	107	-6	104	-8	17	-5	-7	-8	-2
O=C(N=Nc1c(O)[nH]c2ccc(Br)cc12)c1cc(-c2cccc3ccccc23)n[nH]1	0	83	67	-3	89	9	9	-8	-13	-5	-2
CCC(=O)NC(=S)Nc1c(C)cc(Br)cc1C	0	108	104	0	104	-11	19	-2	-3	-4	1
Cc1ccc(NC(CC(=O)c2ccccc2)c2ccc(F)cc2)cc1 (configuration not stated)	-3	102	98	-2	101	-28	23	2	2	0	-3
CCCCN(C(=O)c1ccc(S(=O)(=O)N(C)C)cc1)c1nc2ccccc2s1	0	94	87	0	96	-39	9	0	0	1	0
CCN(C(=O)c1cc2cc(OC)ccc2oc1=O)c1ccccc1	0	97	99	0	100	-6	15	0	0	-3	-1
CCOC(=O)c1c(NC(=O)c2nn(CC)cc2Br)sc(C)c1C	-3	101	101	0	99	17	27	-8	-6	-11	-2
CC(=O)OCc1nc2sc(C)c(C)c2c(=O)[nH]1	-1	102	97	-5	99	-6	12	-3	-3	-6	-6

12 of these compounds, reformatted.
smiles | Mcl-1 Bim block | RGS7-Gao | RGS8-Gao | Bcl-XL Bim block | RGS4-Gao reg | Mcl1 Bid PPI | GSH fluor | Bim-Bcl-2 | Bfl-1 Bim block | Bim-Bcl-B | Bcl-W Bim block
CNC(=O)C1=C(C)Nc2nc3ccccc3n2C1c1cccc(OC)c1 (configuration not stated) | 0 | 98 | 102 | -1 | 99 | -25 | 25 | -6 | -15 | -9 | -2
Fc1ccc(-c2nc3c(Cl)cc(C(F)(F)F)cn3c2Cl)cc1 | -1 | 103 | 103 | -15 | 105 | -15 | 32 | -3 | -10 | -5 | -4
Cc1ccc(OCC(=O)N2CCN(C(=O)c3ccncc3)CC2)cc1 | -2 | 100 | 103 | -2 | 102 | -15 | 23 | -4 | -5 | 0 | -2
CCC/C=C(\CCC)C(NS(=O)(=O)c1ccc(C(F)(F)F)cc1)c1ccccc1 (configuration not stated) | 0 | 99 | 102 | 0 | 101 | 4 | 16 | 3 | 0 | 13 | 1
CCc1ccc2nc3c(c(C(=O)O)c2c1)CCC3 | -1 | 100 | 99 | -4 | 100 | 11 | 27 | -9 | -11 | -8 | 0
COc1ccccc1NS(=O)(=O)c1cc(NC(=O)C2CCCC2)ccc1N1CCOCC1 | -8 | 103 | 84 | -9 | 95 | -24 | 16 | -7 | 7 | -32 | -8
Cc1noc(C)c1COc1ccc(C(=O)OC(C)C(=O)Nc2ccc(N3CCOCC3)cc2)cc1 (configuration not stated) | 2 | 98 | 100 | -1 | 97 | -80 | 26 | -5 | -6 | 0 | 4
Cc1ccc(N=Nc2c(C)[nH][nH]c2=O)c(C)c1 | 0 | 101 | 101 | -1 | 100 | -59 | 10 | 0 | -1 | 0 | 0
Cc1nc(SCC(N)=O)[nH]c(=O)c1CCC(C)C | 0 | 97 | 100 | -4 | 101 | -21 | 61 | -2 | -4 | -2 | -2
CCOc1ncccc1C(=O)OCC(=O)c1ccc[nH]1 | -2 | 98 | 101 | -10 | 104 | -6 | 32 | -13 | -14 | -9 | 0
O=C(Nc1ccccc1)/C(=C\c1cccs1)NC(=O)c1ccccc1 | -5 | 101 | 101 | -5 | 100 | -11 | 9 | -5 | -12 | -8 | -4
Cc1cc(C(=O)N/N=C/c2cc(Cl)cc([N+](=O)[O-])c2O)c2ccccc2n1 | -1 | 95 | 91 | -1 | 104 | -40 | 12 | 0 | 0 | 0 | 0

More structures.
SMILES	Mcl-1 Bim block	RGS7-Gao	RGS8-Gao	Bcl-XL Bim block	RGS4-Gao reg	Mcl1 Bid PPI	GSH fluor	Bim-Bcl-2	Bfl-1 Bim block	Bim-Bcl-B	Bcl-W Bim block
CC(C)CC1c2[nH]c3ccccc3c2CCN1C(=O)c1cnccn1 (configuration not stated)	-3	96	98	-3	100	-18	15	0	-6	-8	0
Cc1ccc(N(C(=O)c2ccc3c(c2)OCO3)C2C=CS(=O)(=O)C2)cc1 (configuration not stated)	-2	106	101	-1	103	-2	11	0	0	-1	0
CCC(C)CN1CCC(CO)(Cc2ccccc2Cl)CC1 (configuration not stated)	1	103	102	2	100	3	24	1	-2	-2	0
COc1ccc(N(CCCN2C(=O)c3cccc4cccc(c34)C2=O)C(=O)c2cccc(OC)c2)cc1	20	101	101	-5	101	12	9	0	0	-3	-7
COc1ccc(N(C(=O)c2ccccc2)S(=O)(=O)c2cccs2)cc1	0	99	101	-2	100	-2	11	-2	-5	0	0
CNCc1ccccc1OCC(=O)Nc1ccccc1OC	0	99	101	2	97	4	36	-5	-6	-8	5
O=C(/C=C/c1ccccc1)Nc1cc(C(=O)O)cc(C(=O)O)c1	0	u	99	-1	98	-27	11	-3	-5	-2	0
CCOc1c(S(=O)(=O)N2CCCC2)ccc(Cl)c1Cl	-4	121	122	-5	146	-2	30	-5	-8	-1	-2
CC(C)(C)c1ccc(C(=O)NC(=S)Nc2sc3c(c2C#N)CCC3)cc1	-1	104	96	-3	98	-25	17	0	2	1	-3
COc1cc(/C=N/NC(=O)CCc2c(C)n[nH]c2C)ccc1O	-1	103	101	-7	98	-19	10	-5	-11	-5	1
CCOC(=O)c1cnc(SCc2cccc(C)c2)nc1N	-1	101	102	7	99	-1	38	-5	-8	-7	3
O=C(O)CC(NCc1ccco1)C(=O)OCC1CCCO1 (configuration not stated)	-1	104	104	2	104	-23	10	-1	-1	0	0
COc1cc(OC)cc(C(=O)N(Cc2nc(-c3cccc(C)c3)no2)C(C)C)c1	-1	106	102	1	107	-11	31	-13	-15	-11	-1
O=C(CN1CCN(c2ccccc2)CC1)Nc1ccc(Oc2ccccc2)cc1	-5	97	98	-4	97	-11	33	-11	-19	-6	0
Cc1ccc(N2CC(C(=O)Nc3cc(C)ccc3F)CC2=O)cc1 (configuration not stated)	-8	98	101	-12	98	-4	26	-11	-21	-11	-8
CCCOC(=O)CSc1nc(N)c(C#N)c(CC)c1C#N	-3	96	92	9	97	-47	41	-1	-1	0	-3
Cc1cccc(NC(=O)CSc2nc(N)c(NC(=O)c3cccs3)c(=O)[nH]2)c1	-4	98	100	-5	97	-10	13	0	-2	-6	1
Cc1ccc([N+](=O)[O-])cc1NC(=O)c1cccs1	-1	95	101	-1	99	-4	26	-7	-3	-2	-1
Cc1ccc2nc(/C(C#N)=C\c3ccc([N+](=O)[O-])o3)[nH]c2c1	0	100	91	0	101	52*	22	0	1	0	1
CC(C)(C)NC(=O)Cn1cnc2cc([N+](=O)[O-])ccc2c1=O	0	89	96	3	95	-16	14	0	-1	0	0
COc1ccc(CC(=O)Nc2nc(C)cs2)cc1	3	94	100	-3	100	-17	20	-3	-6	-2	-3
Cc1ccc(NC(=S)NC(CO)C(O)c2ccc([N+](=O)[O-])cc2)cc1 (configuration not stated)	-2	99	100	-3	101	-26	11	-2	4	-4	-1
CC(=O)N(\C=C/C=C/C=C1\Sc2ccccc2C1=O)c1ccccc1	-1	107	104	-1	107	-2	17	1	4	-13	0
COC(=O)CSc1nnc(-c2ccncc2)n1N	0	98	96	-5	94	-40	11	-1	-2	-3	-2
Oc1cccc(/C=N/Nc2cc(N3CCOCC3)nc(N3CCOCC3)n2)c1	-1	95	93	-1	96	-64	6	-3	0	-4	0
c1csc(CNCCCN2CCOCC2)c1	-5	101	103	-4	103	6	24	-7	-5	-4	-4
COc1ccc(S(=O)(=O)Nc2nncs2)cc1	0	109	104	-2	103	3	20	-6	-12	-5	0
